Sm TGR block – qHTS Assay for the Inhibitors of Schistosoma Mansoni Peroxiredoxins; purified TGR, DTNB reduction, TNB absorbance 405 nm; AID 485364, 2010; Potency, µM (doses to about 114 µM), for the others: top-dose activity change, negative = inhibition, hits mostly inhibitors; actives 3% (n = 360,000); Schistosoma mansoni thioredoxin glutathione reductase (TGR), Q962Y6; note: potency is the fitted concentration of half-maximal effect; % is set by controls: 0 for no effect and ±100 for the full control effect; nearly all actives have a fitted effect of over 60% in size
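TGR 20 nM + NADPH 100 uM (dispensed conc.), cpd preinc 15 min RT; start with NADPH (500 uM addition) then DTNB (15 mM addition). Kinetic TNB absorbance, 405 nm filter. Four-parameter Hill fit across titration.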
Pf growth 96h – Primary qHTS for delayed death inhibitors of the malarial parasite plastid, 96 hour incubation; AID 504834, 2011; Potency, µM (doses to about 28.7 µM), for the others: at the highest dose activity change, negative = inhibition, usual class: inhibitors; actives 6.9% (n = 320,000); P. falciparum luciferase reporter growth, 96 h; note: potency is the fitted concentration of half-maximal effect; % is set by controls: 0 for no effect and ±100 for the full control effect
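Erythrocytes infected with luciferase-expressing P. falciparum were dispensed at 2% hematocrit and 0.05% parasitemia (final), then incubated with compounds 96 hours at 37 C in 5% CO2. Luminescence after detection reagent addition reported growth.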
Shiga inhibitor – A qHTS for Small Molecule Inhibitors of Shiga Toxin. actives 9.2% (n = 290,000). inhibition, % at 38.7 µM. Vero cells, Shiga toxin protein synthesis inhibition reporter; in the data active = inhibition mostly above about 28%, no sharp cut-off; inactive = mostly below about 43%; note: 0% is about no effect
Pf growth 48h – Primary qHTS for delayed death inhibitors of the malarial parasite plastid, 48 hour incubation; actives 5.9% (n = 310,000); Potency, µM (series often up to 28.7 µM), for inactives: at the top dose activity change, negative = inhibition, actives largely listed as inhibitors; AID 504832, 2011; P. falciparum luciferase growth in erythrocytes, 48 h; note: potency is the fitted concentration of half-maximal effect; % is set by controls: 0 for no effect and ±100 for the full control effect
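Erythrocytes infected with P. falciparum carrying an integrated firefly luciferase reporter (2% hematocrit, 0.1% parasitemia final) were exposed to compounds in RPMI 1640 with 0.5% Albumax at 37 C, 5% CO2. Growth inhibition was scored as reduced luminescence.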
Cycloheximide cs – Cycloheximide Counterscreen for Small Molecule Inhibitors of Shiga Toxin; cell reporter, cycloheximide protein synthesis inhibition counterscreen; max response, %; actives 12% (n = 300,000); AID 2314, 2010; in the data active = max response mostly above about 13%, no sharp cut-off; inactive = mostly below about 14%; note: read at 38.3 µM for the half of the compounds with a filed dose; 0% is about no effect
FBPA Giardia inh – qHTS Assay for Inhibitors of Fructose-1,6-bisphosphate Aldolase from Giardia Lamblia | AID 2451, 2010 | purified Giardia FBPA | actives 0.71% (n = 290,000) | A8B2U2 | Potency, µM (series often up to 59.6 µM), for the others: at the top dose activity, negative = inhibition, actives largely listed as inhibitors; note: potency is the fitted concentration of half-maximal effect; % is set by controls: 0 for no effect and ±100 for the full control effect; nearly all actives have a fitted effect of over 55% in size
Target sequence (A8B2U2 whole entry, looked up): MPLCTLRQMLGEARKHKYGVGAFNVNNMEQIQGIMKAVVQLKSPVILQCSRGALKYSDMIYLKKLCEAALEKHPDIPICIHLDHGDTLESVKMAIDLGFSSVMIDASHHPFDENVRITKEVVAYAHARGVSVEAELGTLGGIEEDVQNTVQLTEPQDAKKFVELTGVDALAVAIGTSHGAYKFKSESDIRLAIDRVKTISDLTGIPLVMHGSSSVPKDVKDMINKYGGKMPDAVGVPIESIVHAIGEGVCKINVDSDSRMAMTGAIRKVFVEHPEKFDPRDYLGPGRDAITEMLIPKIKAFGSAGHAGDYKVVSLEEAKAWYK
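Giardia FBPA (40 nM reagent) was preincubated 10 min at RT with compound (up to 57.5 uM final), then substrate plus GAPDH/TPI/NAD/arsenate coupling system with diaphorase/resazurin was added; resorufin fluorescence (525/598 nm) was read after 20 min.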
Starred values were filed as active, the others as inactive; i = inactive; u = inconclusive; x = no result given; & = joins results of further samples; [ ] = dose if it differs, or a comment. Unless noted, calls come from the whole dose curve; as a rule, active = well fitted curve in the direction sought with a large enough effect; inconclusive = small, poorly fitted or top-dose-only effect, or another doubt; inactive = no such curve, though single readings can be large; an effect the other way counts as inactive or inconclusive. Hits appear at their usual frequency. Share with any hit: about 24%.

SMILES	Sm TGR block	Pf growth 96h	Shiga inhibitor	Pf growth 48h	Cycloheximide cs	FBPA Giardia inh
CCOC(=O)N1CCN(Cc2nc(N)nc(Nc3ccc(C)cc3C)n2)CC1	x	68%[activator]	16	1%	-4	-6%
O=C(Oc1cccc(Nc2ncnc3ccccc23)c1)c1cccnc1	x	19%	16	u	7	-7%
CC(=O)Nc1cccc(NC(=O)c2cccc(S(=O)(=O)N3CCN(Cc4ccccc4)CC3)c2)c1	-3%	10µM*	x	10µM*	x	x
CC(=O)Nc1ccc(S(=O)(=O)N2CCCC(C(=O)N3CCN(c4ccccc4)CC3)C2)cc1 (configuration not stated)	-29%	90%[activator]	7	u	-1	2%
Cc1ccccc1C(=O)Nc1ccc(C(=O)N/N=C/c2ccncc2)cc1	u	27%	12	23%	5	-27%
N#C/C(=C/c1ccc(N2CCCCC2)o1)c1cccc(F)c1	2.5µM*	u	65*	x	39*	u
CCn1c(SCC(=O)N2CCCC(C)C2)nnc1-c1ccc(S(=O)(=O)N2CCN(C)CC2)cc1 (configuration not stated)	-1%	u	5	x	13	-1%
COC(=O)c1[nH]c(C)c(/C(O)=C2\C(=O)C(=O)N(CCCN3CCOCC3)C2c2ccccn2)c1C (configuration not stated)	u	x	-5	22%	-2	-25%
Cc1cc(NC2CCCCC2)nc(N2CCOCC2)n1	1%	130%[activator]	-4	2%	3	3%
CCCS(=O)(=O)c1nc(S(=O)(=O)c2ccc(Cl)cc2)c(N2CCC(O)CC2)s1	-14%	u	-3	-12%	-2	-8%
Cc1c(C(=O)N(Cc2ccc(Cl)cc2)C2CCS(=O)(=O)C2)oc2ccccc12 (configuration not stated)	2%	2%	-8	13µM*	7	3%
Cc1nn(-c2ccccn2)c(N)c1N=O	8%	u	3	u	-3	-6%
O=C(Nc1ccc2[nH]ccc2c1)c1cccs1	9%	424%[activator]	55*	152%[activator]	27*	-2%
Cc1cccc(OCCn2c(CCCO)nc3ccccc32)c1	3%	u	-2	15µM*	-4	-1%
Cn1c(SCC(=O)Nc2ccccc2Oc2ccccc2)nnc1C1CC1	-6%	u	x	-7%	x	x
COc1ccc(NC(=S)Nc2cccc(Cl)c2)cc1OC	x	u	-7	4%	-2	-18%
CC(C)(C)NC(=O)CN1C(=O)/C(=C/c2ccccc2)SC1=S	0%	1%	-10	-7%	-2	4%
COc1ccc(NC(=O)N2c3ccccc3CC2C)cc1OC (configuration not stated)	-7%	x	20	16%	10	-9%
O=C1CCCCC1C(Nc1ccc(Br)cc1)c1ccccc1 (configuration not stated)	-1%	x	19	u	17	-2%
COc1ccc2[nH]c(C)c(CCNCc3cc(OC)c4c(c3)OCO4)c2c1	-25%	u	x	7.4µM*	x	x
O=C(C1CCCO1)N1CCN(c2ncccn2)CC1 (configuration not stated)	0%	13%	-25	1%	8	2%
COc1ccc(NC(=O)c2cccc(Oc3ccc([N+](=O)[O-])cc3Cl)c2)cc1	0%	359%[activator]	-8	-8%	-2	-7%
Cc1ccc(-n2c(=O)cc(N3CC(C)OC(C)C3)[nH]c2=O)cc1 (configuration not stated)	7%	16%	23	10%	-8	6%
CCOc1ccc(NC(=O)CCCOc2cc(=O)n(C)c3ccccc23)cc1	-2%&0%	-19%	-5	-25%	-1	-14%
COCCn1c(SC(C)C(=O)Nc2ccc3c(c2)OCCO3)nc2ccccc2c1=O (configuration not stated)	0%	13µM*	14	u	-2	11%
COc1ccccc1-c1nn2c(-c3ccccc3Cl)nnc2s1	-7%	x	22	u	-2	3%
CCOc1ccc(C(=O)CCC(=O)NNC(=O)c2ccccc2O)cc1	-19%	42%[activator]	x	22%	x	x
COC(=O)c1cc(OC)c(OC)cc1NC(=O)CCC1CCCC1	-5%	-1%	-11	u	-1	6%
CCOC(=O)N1CCC(NC(=O)c2csc3c2CCCC3)CC1	7%	0%	-8	x	-5	-17%
O=c1[nH]c(-c2ccccn2)nc2ccccc12	6%	u	105	-54%	44*	21%
CCN(CC)C(=O)C1CCCc2c1[nH]c1ccc(Cl)cc21 (configuration not stated)	-16%	u	-1	u	-2	-19%
S=c1[nH]nc(-c2ccc3c(c2)OCO3)n1-c1ccccc1	-16%	u	-8	8%	-4	12%
COc1ccccc1OCC(=O)Nc1ccc(S(=O)(=O)N2CCOCC2)cc1	0%	-5%	3	-20%	-3	3%
CCc1ccc(CCC(=O)Nc2ccc(C(=O)O)cc2)o1	u	u	-7	17%	-5	x
CCOC(=O)c1ccc(NC(=O)c2c(O)[nH]c(=O)[nH]c2=O)cc1	-33%[11.4 µM]	-6%	-23	x	-1	-20%
CN(C(=S)NC(=O)Cc1ccccc1)c1ccccc1	x	5%	12	10%	11	-19%
O=S(=O)(Nc1ncccn1)c1ccc(NC(=S)NCc2ccco2)cc1	-33%	48%[activator]	17	6%	-9	-1%
Cc1ccccc1OCC(=O)N/N=C/c1ccncc1	-2%	9%	-8	19%	3	-4%
O=C(NC1CCCCC1)C(c1cccnc1)N(C(=O)CCl)c1ccc(F)cc1 (configuration not stated)	-5%	-1%	5	u	7	0%
COc1ccccc1NC(=O)CSc1nc2ncccc2[nH]1	-7%	x	-13	2%	-7	-18%
Cc1cccc(NC(=S)NC2CC3CCC(C2)N3Cc2ccco2)c1C (configuration not stated)	-4%	u	-8	-15%	-3	4%
CCOC(=O)[C@H]1[C@H]2COc3ccccc3[C@@H]2N2C(=O)c3ccccc3NC(=O)[C@@]12C	1%	u	x	u	x	x
O=C(COc1ccccc1C(=O)c1cnn(-c2ccccc2)c1)Nc1ccc2ccccc2c1	-14%	-10%	20	35%[activator]	57*	0%
CC(C)=CC(=O)NCc1c(Cl)cccc1-n1cccc1	-31%	u	2	7%	-2	2%
O=C(Nc1nc2ccsc2c(=O)s1)c1ccc(Cl)cc1	-6%	305%[activator]	88*	215%[activator]	30*	2%
Cc1cc(C)c(C#N)c(SCC(=O)Nc2ccccc2C(N)=O)n1	1%	-6%	51*	10%	23*	3%
O=C1NC(=NCc2ccccc2)S/C1=C\c1ccccc1	-5%	u	1	u	6	1%
COc1ccccc1C(=O)OCC(=O)NC1CCCC1	37%[activator]	10%	64*	2%	61*	-3%
COc1cc(NC(=O)[C@@H]2CCCN(S(=O)(=O)c3cccc4cccnc34)C2)cc(OC)c1OC	-8%	u	x	u	x	x
N#Cc1ccc2c(c1)C[C@]1(c3ccsc3)OC3=C(C(=O)OC4(CCCCC4)C3)C2O1	u	u	i	u	9	7%[12.9 µM]
CCCCCCn1c(C)nc2c(c1=O)c1nc3ccccc3nc1n2/N=C/c1ccco1	-23%	x	22	23%	6	-4%
CC1CCN(C(=O)COc2cccc3c2CCN(C)C3=O)CC1	6%	u	17	0%	18	6%
COc1ccc(C2=Nn3c(nnc3-c3ccc(OC)c(OC)c3)SC2)c(OC)c1	x	x	22	x	-2	0%
CNC(=O)NC(=O)CSc1nc2sccc2c(=O)n1-c1ccccc1	0%	u	-11	u	-2	0%
CC(=O)Nc1sc(C)c(C)c1C(=O)OCC(=O)N(Cc1ccccc1)C(C)C	-6%	-21%	x	10%	x	x
COc1ccc2nc(SCC(=O)Nc3c(C)cc(C)cc3C)[nH]c2c1	-26%	0%	-7	15%	-5	0%
O=C(NNC(=S)NCc1ccco1)C(c1ccccc1)c1ccccc1	-10%	6%	-19	u	-5	4%
COc1cccc(S(=O)(=O)Nc2ccc(C(=O)N3CCOCC3)cc2)c1	4%	x	-11	-21%	0	9%
Cc1onc(-c2c(Cl)cccc2Cl)c1C(=O)N/N=C(\N)COc1ccc(Cl)cc1	1%	u	20	2.3µM*	-3	u
CC(=O)Nc1cccc(NC(=O)c2ccccc2OCc2ccccc2)c1	29%	-23%	-8	u	1	4%
Later entries:
SMILES	Sm TGR block	Pf growth 96h	Shiga inhibitor	Pf growth 48h	Cycloheximide cs	FBPA Giardia inh
O=C(N/N=C/c1cccc(OCc2ccccc2)c1)c1ccc(Br)cc1	-6%	-6%	13	-14%	7	0%
O=C(CCSc1nnc(-c2ccccc2)o1)N1CCOCC1	4%	37%[activator]	34	26%	14	1%
CCCOc1ccc2oc(=O)c3c(c2c1)CCCN3C(=O)CN1CCN(C(=O)c2ccco2)CC1	u	1%	0	-22%	-4	2%
CCOc1ccc(NC(=O)N2CCC(n3nnc4cc(C)ccc43)CC2)cc1	4%	u	-4	-28%	2	0%
COc1ccccc1NC(=O)CN1C(=O)C2(OCCCO2)c2ccccc21	-17%	-25%	-12	4%	-1	-1%
COc1cccc(C(=O)NC2CC3CCCC(C2)N3CC(=O)Nc2ccccc2C(F)(F)F)c1 (configuration not stated)	22%	-2%	3	u	-3	-9%
Cc1cc(NC(=O)CS(=O)(=O)c2ccc(F)cc2)no1	5%	36%[activator]	x	24%	x	x
CCOC(=O)N1CCN(C(=O)C2CCCN(S(C)(=O)=O)C2)CC1 (configuration not stated)	0%	-5%	-3	-12%	-4	0%
CCOc1ccccc1NC(=O)C1C2CCC3C(CCC21)C3(Cl)Cl (configuration not stated)	u	-51%	-8	u	-2	-6%
CC1CN(c2ccc(S(=O)(=O)N3CCOCC3)cn2)CC(C)O1 (configuration not stated)	0%	43%[activator]	21	31%[activator]	-3	1%
CCOc1ccccc1NC(=O)NCc1ccccc1	0%	u	13	10%[5.75 µM]	3	-1%
Cc1cc(C)nc(NC(=O)c2cccc([N+](=O)[O-])c2C)n1	3%	6%	-16	0%	-3	-4%
Cc1cccc(NC(=O)C2CCN(c3nc(C)cc(C)n3)CC2)c1	4%	-14%	-3	0%	-1	3%
N#Cc1ccccc1OCCOCCNC1CCCC1	2%	44%[activator]	-4	31%	-1	-16%
COc1cccc(C(=O)NNC2=CC(=O)CC(C)(C)C2)c1	-4%	0%	4	2%	-3	-7%
COc1ccc(COC(=O)c2ccc(S(=O)(=O)N3CCC(C)CC3)cc2)cc1	0%	-19%	-7	5%	-1	x
O=C(O)c1cccc(Cn2c(Cl)c(/C=N/NC(=O)c3ccccc3Cl)sc2=O)c1	-5%	-17%	-2	21%	6	10%
O=C(c1c(F)cccc1F)N1CCCc2ccccc21	3%	-11%	x	-12%	8	-5%
CC(=O)c1sc(NC(=O)CS(=O)(=O)c2ccccc2)nc1-c1ccccc1	1%	16%	x	-17%	x	x
Cc1ccc(C(=O)NC(C)c2ccc(F)cc2)cc1 (configuration not stated)	2%	-24%	21	-15%	8	-1%
CCOC(=O)N1CCN(c2c(NCc3ccc(F)cc3)c(=O)c2=O)CC1	10%	-2%	28	-8%	1	-2%
O=C(Cn1c(Cc2ccccc2)nc2ccccc21)NCc1ccc2c(c1)OCO2	-6%	0%	10	-7%	2	9%
O=c1c2cnn(-c3ccccc3)c2ncn1Cc1cccc(Cl)c1	-20%	15%	-12	22%	-2	0%
Nc1ccccc1S(=O)(=O)NC1=NCCCCC1	2%	5%	9	2%	-1	-1%

Complete entries as entered above. Order of screens: Sm TGR block | Pf growth 96h | Shiga inhibitor | Pf growth 48h | Cycloheximide cs | FBPA Giardia inh
COc1cccc(C(=O)NNC2=CC(=O)CC(C)(C)C2)c1 is entered as -4% | 0% | 4 | 2% | -3 | -7%
CCOC(=O)N1CCN(c2c(NCc3ccc(F)cc3)c(=O)c2=O)CC1 is entered as 10% | -2% | 28 | -8% | 1 | -2%

Screening results (PubChem BioAssay)
